CFTR F508del cor: F508del CFTR correction, initial screen, CFBE line, single point. CFBE cells, YFP halide quenching; stimulated with forskolin plus potentiator P3; % fluorescence drop versus neutral controls. activity (quench increase), % at 7.58 µM. 350,000 tested, 0.36% active. AID 720511, 2013;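 active means mean added fluorescence quench of at least 8% versus neutral control, with both replicates also reaching 8%; inconclusive means only one of the mean or replicate conditions met; inactive means mean below 8% and not both replicates reaching 8%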;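 further: cells transiently co-express mutant CFTR-F508del with the halide-sensitive YFP; corrector assay measuring rescue of mutant channel to the surface after 24 h compound exposure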
DENV2 CPE: inhibitors of DENV2 cytopathic effect, primary screen, cell-based, plate reader, single concentration | DENV2-infected cells, cytopathic effect rescue | CPE inhibition, % at 9.99 µM | 350,000 tested, 1.7% active | AID 651640, 2012; in the data active means CPE inhibition above about 20%, passing the limit was not always enough; inconclusive means no clear call, values can overlap the other calls; tested in BHK-21 cells;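 further: 0% = median of neutral control wells and 100% = median of positive control wells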
FN deposit inh: inhibitors of fibronectin matrix deposition, primary screen, AH1F cells, Alexa488-fibronectin fluorescence, plate reader; AH1F fibroblasts, overnight; inhibition, % at 12.6 µM; 350,000 tested, 0.086% active;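 active means mean inhibition across replicates of 30% or more, regardless of how many single replicates reach that level; inconclusive means mean under 30% yet at least half of replicates reach 30%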;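 further: positive control wells lacked labelled fibronectin entirely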
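Schedule: 1 h cell adhesion before compound, then overnight fibronectin incubation; test system: AH1F fibroblast monolayer depositing Alexa488-labelled fibronectin into matrix; quantity: 10000 AH1F cells per well; probe or stimulus: fluorescent fibronectin at 24 nM final; signal: fluorescence, ex 485 nm, em 525 nm; evaluation: percent inhibition as loss of matrix-bound fibronectin fluorescence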
miR-122 sensor: miR-122 Renilla sensor signal increase in Huh7, primary screen, miR-122 inhibitor project, cell-based, single point, plate reader; Huh7 miR-122 Renilla luciferase sensor, 48 h; neutral wells = 0, positive control = 100; 340,000 tested, 0.3% active; activation (reporter increase), % at 12.5 µM;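 active means mean replicate activation score at least 90 and every replicate individually at or above 90; inconclusive means only one of the two criteria met; inactive means neither criterion met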;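 further: higher luciferase means less miR-122 activity so hits act as miR-122 inhibitors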
PAX8 inh HTS: inhibitors of PAX8-driven TPO luciferase reporter, primary screen, RMG-I cells, single concentration; inhibition, % at 12.6 µM; SteadyGlo, 24 h; AID 652154, 2013; 360,000 tested, 1.2% active;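 active means mean replicate inhibition at least 60% with every replicate also reaching 60%; inconclusive means only one of the two criteria is met; inactive means mean below 60% and not all replicates reaching 60%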;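 further: luciferase light reporting Pax8 driven TPO promoter activity; plate controls were median of neutral control wells for no effect and mitoxantrone controls for full effect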
GSIS activator: GLuc luminescence reporter in INS-1E cells, primary screen for activators of glucose-dependent secretion of insulin | INS-1E GLuc reporter insulin secretion, 2-3 h | activation, % at 16.6 µM | 370,000 tested, 0.61% active | AID 743287, 2014;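 active means lowest replicate activation of at least 40%, so every replicate reaches that level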;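 further: 0% = median of neutral control wells and 100% = median of IBMX positive control wells; some compounds called inactive have numbers as strong as hits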
EWS-Fli block: EWS/Fli-driven NR0B1 reporter inhibitors, primary screen, A673 cells, NR0B1 luciferase, luminescence, MLPCN library. AID 651661, 2012. viability-normalised. inhibition, % at 12.6 µM. 350,000 tested, 0.67% active;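 active means mean inhibition of at least 50% after viability correction, with every replicate also passing that limit; inconclusive means mean reaches 50% but only one of two replicates passes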;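 further: firefly luciferase signal divided by Alamar Blue viability fluorescence both relative to DMSO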
Starred values were filed as active, the others as inactive; ? = inconclusive; · = no result given; [ ] = dose if it differs, or a comment. Rows were taken by chance. Share with any hit: about 3.9%.

SMILES	CFTR F508del cor	DENV2 CPE	FN deposit inh	miR-122 sensor	PAX8 inh HTS	GSIS activator	EWS-Fli block
O=C(CC(=O)Nc1nc(C23CC4CC(CC(C4)C2)C3)cs1)NCCO	-0.4	16	2	-6	-3	5	-5
C/C(CC(=O)Nc1ccc2c(c1)OCO2)=N\NC(=O)C(c1ccccc1)c1ccccc1	2.4	3	-5	-6	-13	4	-5
C[C@H]1CN([C@@H](C)CO)C(=O)c2cccc(N(C)C)c2O[C@H]1CN(C)S(=O)(=O)c1ccc(F)cc1	3.1	-5	·	2[16.7 µM]	2	10	·
CCCCN1C(=O)C(=O)N(CC(=O)Nc2cc(Cl)ccc2OC)C1=O	4.2	-4	0	-1	3	-9	3
O=C(CSc1nc2ccsc2c(=O)n1Cc1ccc(C(=O)O)cc1)NCC1CCCO1 (configuration not stated)	-1.4	?	-4	3	-3	5	-9
CC1(C)Cc2cccc(OCC(=O)Nc3nccs3)c2O1	·	·	6	-4	22	·	·
Cc1cc2c(OCC(O)CN3CCCCC3)cccc2[nH]1 (configuration not stated)	-3.0	8	22	·	-1	11	-5
Cc1ccc(N2CC(C(=O)NC3CCSC3=O)CC2=O)cc1 (configuration not stated)	·	·	6	-5	-3	·	·
CNC[C@H]1Oc2c(NS(=O)(=O)c3ccc(F)cc3)cccc2C(=O)N([C@H](C)CO)C[C@H]1C	-2.6	4	·	0[16.7 µM]	-3	3	3
Cc1ccc(C(=O)Nc2ccccc2OC(F)F)cc1	·	·	-2	-3	·	8	·
Cc1ccc(C(=O)N2CCNC(=O)C2CC(=O)Nc2ccc(F)cc2)cc1C (configuration not stated)	-2.8	-6	-2	-1	2	-1	-4
O=S(=O)(c1ccc(F)cc1)N1CC[C@@H]2[C@H](CO)Nc3ccc(-c4ccccc4F)cc3[C@@H]21	-0.2	?	12	-9[16.7 µM]	-11	-32	-10
COc1ccc(/C=N/OCC(=O)Nc2nc3ccccc3s2)cc1	·	·	-1	-2	-15	7	·
CCn1nnnc1SCC(=O)c1cccc(OC)c1	·	·	5	-7	-9	·	·
CN1C(=O)[C@H]2[C@@H](C3CC3)N3C(=O)CN(Cc4ccccc4)C(=O)[C@@]3(C)[C@H]2C1=O	0.3	-12	-4	-1	-32	·	-10

6 compounds out of the list above, ordered by their value in miR-122 sensor, descending:
compound,miR-122 sensor
O=C(CSc1nc2ccsc2c(=O)n1Cc1ccc(C(=O)O)cc1)NCC1CCCO1 (configuration not stated),3
CCCCN1C(=O)C(=O)N(CC(=O)Nc2cc(Cl)ccc2OC)C1=O,-1
COc1ccc(/C=N/OCC(=O)Nc2nc3ccccc3s2)cc1,-2
Cc1ccc(C(=O)Nc2ccccc2OC(F)F)cc1,-3
O=C(CC(=O)Nc1nc(C23CC4CC(CC(C4)C2)C3)cs1)NCCO,-6
CCn1nnnc1SCC(=O)c1cccc(OC)c1,-7

(further entries)
SMILES	CFTR F508del cor	DENV2 CPE	FN deposit inh	miR-122 sensor	PAX8 inh HTS	GSIS activator	EWS-Fli block
Cc1ccc(CNC(=O)c2ccc3c(c2)S(=O)(=O)c2ccccc2C3=O)cc1	1.4	·	8	-8	-7	-4	5
Cc1ccc(S(=O)(=O)Nc2ccc3c(c2)C(=O)N([C@@H](C)CO)C[C@H](C)[C@@H](CN(C)Cc2ccc(-c4ccccc4)cc2)O3)cc1	1.0	2	·	-11[16.7 µM]	11	-30	7
Cc1cc(NS(=O)(=O)c2ccc(N3C(=O)C4C5C=CC(C5)C4C3=O)cc2)nc(C)n1 (configuration not stated)	2.0	18	3	-6	14	·	0
C/C=C/c1ccc2c(c1)O[C@@H](CN(C)C(=O)NC(C)C)[C@@H](C)CN([C@@H](C)CO)S2(=O)=O	4.1	-8	-10	-8[16.7 µM]	·	15	-12
C/C(=N\N=C1\NC(=O)C(CC(=O)Nc2ccccc2F)S1)C1CCCCC1 (configuration not stated)	0.3	6	·	-4	-11	-25	·
CCOC(=O)N1CCN(C(=O)C[C@@H]2C[C@@]3(C(=O)OC)CCCCC=C3N(Cc3ccc4c(c3)OCO4)C2=O)CC1	4.0	-2	0	·	-3	·	-5
Cn1c(-c2csc(-c3ccccc3)n2)n[nH]c1=S	1.1	11	-5	-9	-4	14	-17
COc1ccc(NC(=O)N(C)C[C@H]2Oc3c(NS(=O)(=O)c4ccc(OC)cc4)cccc3C(=O)N([C@H](C)CO)C[C@H]2C)cc1	-1.7	-1	·	-7[16.7 µM]	-6	-9	-2
O=C1c2ccccc2-n2c1nc1ccccc1c2=O	3.5	4	·	-2	·	·	42
Cc1noc(C)c1NC(=O)N(C)C[C@@H]1Oc2ccc(NC(=O)Nc3ccc(C(F)(F)F)cc3)cc2C(=O)N([C@H](C)CO)C[C@@H]1C	-3.2	1	-7	-11[16.7 µM]	-3	-9	-5
O=c1[nH]c(-[n+]2ccc3ccccc3c2)c(/C=N/N=C(\[O-])c2ccccc2)s1	4.6	8	3	17	-12	-15	-6
COc1cccc(CNC(C)C(=O)Nc2ccc3c(c2)OCCO3)c1 (configuration not stated)	1.7	-8	·	·	7	-7	-3
Fc1cc(NC(=S)NCc2ccc(CNC(=S)Nc3ccc(Cl)c(F)c3)cc2)ccc1Cl	0.0	14	-2	10	19	15	9
OC(Cc1cccnc1)(c1ccccc1)c1ccccc1	-1.6	?	9	·	-11	8	-2
COc1cc(/C=C/C(=O)OCC(=O)N2CCCc3ccccc32)ccc1O	-4.0	-1	2	-3	-7	10	6
COc1ccccc1NC(=O)c1cc[n+]([O-])cc1	-2.0	1	-1	-1	25	3	0
CSCCC(NC(=O)/C(=C/c1ccco1)NC(=O)c1ccc(Br)o1)C(=O)O (configuration not stated)	-2.4	-3	-6	-1	3	-1	-1
N=c1c(C(=O)NC2CCCCC2)cc2c(=O)n3ccccc3nc2n1Cc1cccnc1	1.3	1	3	6	24	10	1
C[C@H](NC(=O)[C@H]1N[C@H]2c3ccc(-c4ccncc4)c(=O)n3C[C@H]2[C@@H]1CO)c1ccccc1	-0.5	-2	·	0[16.7 µM]	15	16	-1
CNC[C@@H]1Oc2ccc(NC(=O)CCCN(C)C)cc2C(=O)N([C@@H](C)CO)C[C@H]1C	1.6	5	-4	-6[16.7 µM]	6	13	6
CC1(C)Cc2c(cnn2-c2cccc(F)c2)C(NC(=O)CN2CCCC2=O)C1 (configuration not stated)	-3.0	-8	-4	0	-19	4	-17
CCN(N)C(=S)Nc1ccc(F)cc1	-0.4	-8	0	-4	-11	19	-7
CN1c2ccc(-c3ccccc3F)cc2[C@H]2[C@H](CCN2C(=O)c2cccc(F)c2)[C@H]1CO	0.5	14	-16	60[16.7 µM]	-1	-40	12
c1cc(Nc2cccc3nccnc23)c2nccnc2c1	1.1	6	-1	-3	4	-12	-3
COc1ccc(CNC(=O)CCN2C(=O)c3ccccc3S2(=O)=O)cc1	1.8	-3	-1	-3	0	-4	-1
CCCC(=O)Nc1ccc2c(c1)C(=O)N(C)[C@H]1CC[C@H](CC(=O)NCc3ccccc3Cl)O[C@@H]1CO2	-2.5	-15	·	12[16.7 µM]	11	-2	0
CCN(CC)CCCNc1nc2ccccc2c2[nH]c3ccc(OC)cc3c12	17*	13	15	·	99*	-14	?
O=C1CCC(/C=C/c2ccccc2)=NN1Cc1ccccc1	-3.1	8	10	·	-4	4	6
CCOC(=O)N1CCN(C(=O)c2cccc(S(=O)(=O)Nc3ccc(OC)cc3)c2)CC1	1.7	-2	-8	·	-1	1	-7
C[C@@H]1CN([C@@H](C)CO)C(=O)Cc2cc(NC(=O)CCC(F)(F)F)ccc2O[C@H]1CN(C)CC1CC1	-0.4	2	0	0[16.7 µM]	-7	4	-9
CC(C)[C@H]1COC(NC2=N[C@@H](C(C)C)CO2)=N1	0.8	-4	-12	·	-5	-8	-12
CCCc1nc(SCC(=O)N2CCCC2)c2ccccc2n1	·	·	-10	-9	-12	·	·
O=C(CNC(=O)c1ccccc1)OCC(=O)c1ccc(Cl)s1	1.3	-6	7	-4	6	5	0
CO[C@H]1CC[C@@H]2CCOc3ccc(C#N)cc3C(=O)N(C)C[C@@H](OC)[C@H](C)C(=O)N(C)C[C@H]1O2	·	4	0	·	2	7	-2
O=C(COC(=O)C1CCN(C(=O)c2ccc(Cl)cc2)CC1)NC1CCS(=O)(=O)C1 (configuration not stated)	2.4	1	2	1	8	12	-1
CCc1noc(C)c1C(=O)NNC(=O)c1cc(OC)cc(OC)c1	2.1	-3	2	·	-4	6	5
O=C(c1cc(COc2ccc(F)cc2F)on1)N1CC[C@@H]2CCCC[C@H]2C1	-1.3	-2	3	-1	-9	-53	·
O=C(Cc1ccccc1)N1CC(=O)N2[C@H](CO)[C@@H](c3ccc(C#Cc4ccccc4)cc3)[C@@H]2C1	2.6	-21	·	·	·	-8	·
COc1ccc(S(=O)(=O)N2CCOCC2)cc1NC(=O)CCNC(=O)c1ccc([N+](=O)[O-])cc1	1.6	5	3	9	-7	-3	-13
Cc1ccc(/C=C/S(=O)(=O)NCC(=O)OCC(=O)Nc2c(F)cccc2F)cc1	-2.1	5	-9	-3	-20	-5	7
COc1ccc(NC(=O)NNC(=O)COc2ccc3cc(Br)ccc3c2)cc1	1.1	-8	·	·	-10	11	-8
COc1cc(C(CC(=O)Nc2ccc(C)cn2)N2Cc3ccccc3C2=O)cc(OC)c1OC (configuration not stated)	1.6	2	0	-2	23	-3	0
CNC(=O)C[C@@H]1CC[C@@H]2[C@H](COc3ccc(NC(=O)C4CC4)cc3C(=O)N2C)O1	-0.5	-6	-21	-23[16.7 µM]	-37	15	-11
CC(C)CNC(=O)C(=O)NCC1OCCN1S(=O)(=O)c1cccs1 (configuration not stated)	-0.4	-9	·	-8	12	12	·
NS(=O)(=O)c1ccc(CCNC(=O)CN2C(=O)c3ccccc3S2(=O)=O)cc1	-0.3	6	3	-2	1	1	1

Reprinted at random: 4 records from the list, in no set order.
SMILES	CFTR F508del cor	DENV2 CPE	FN deposit inh	miR-122 sensor	PAX8 inh HTS	GSIS activator	EWS-Fli block
O=C(CNC(=O)c1ccccc1)OCC(=O)c1ccc(Cl)s1	1.3	-6	7	-4	6	5	0
CCc1noc(C)c1C(=O)NNC(=O)c1cc(OC)cc(OC)c1	2.1	-3	2	·	-4	6	5
NS(=O)(=O)c1ccc(CCNC(=O)CN2C(=O)c3ccccc3S2(=O)=O)cc1	-0.3	6	3	-2	1	1	1
COc1ccc(NC(=O)NNC(=O)COc2ccc3cc(Br)ccc3c2)cc1	1.1	-8	·	·	-10	11	-8

Other structures follow:
SMILES	CFTR F508del cor	DENV2 CPE	FN deposit inh	miR-122 sensor	PAX8 inh HTS	GSIS activator	EWS-Fli block
C[C@@H]1CN([C@H](C)CO)C(=O)c2cc(C#CC3CCCC3)cnc2O[C@H]1CN(C)C(=O)c1ccncc1	0.3	7	-3	19[16.7 µM]	15	-6	6
O=C(COc1ccccc1)NCCS(=O)(=O)N1CCN(c2ccccc2)CC1	-1.2	1	-4	-2	1	13	-2
C=CCn1c(CNS(=O)(=O)c2ccc(Br)cc2)nnc1SC	2.2	16	4	-1	2	1	8
C[C@H](CO)N1C[C@H](C)[C@H](CN(C)CC2CC2)OCCCC[C@H](C)Oc2ccc(NS(=O)(=O)c3ccc(F)cc3)cc2C1=O	0.6	3	·	-4[16.7 µM]	-15	2	·
Cc1ccc2[nH]cc(CCNS(=O)(=O)c3ccc(F)cc3)c2c1	5.5	0	1	15	20	-15	2

Screens deposited in PubChem BioAssay by Broad Institute.
